Bioassay records from PubChem BioAssay.
cln2 rad14 = NCI yeast anticancer drug screen, S. cerevisiae cln2 rad14 strain | 78,000 tested, 8.3% active | % growth inhibition at 50 µM;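 also: 0% = growth of vehicle-only cultures of the same strain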
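Compounds are applied to the cln2 rad14 yeast strain, and growth is then compared with that of vehicle-treated cultures to give inhibition.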
rad50 = NCI yeast anticancer drug screen, S. cerevisiae rad50 strain; % growth inhibition at 50 µM; 79,000 tested, 10% active; AID 155;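 also: 0% = growth of vehicle-only cultures of the same strain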
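Growth of the mutant yeast was measured after compound exposure and referenced to vehicle-treated cultures.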
mlh1 rad18 = NCI yeast anticancer drug screen, S. cerevisiae mlh1 rad18 strain | growth inhibition, % at 50 µM | 79,000 tested, 11% active | AID 175;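 also: 0% = growth of vehicle-only cultures of the same strain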
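Vehicle-treated cultures served as the reference for growth inhibition in a yeast strain carrying DNA damage repair alterations exposed to each compound.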
mec2-1 = NCI yeast anticancer drug screen, S. cerevisiae mec2-1 strain | % growth inhibition at 50 µM | AID 157 | 79,000 tested, 9% active;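 also: 0% = growth of vehicle-only cultures of the same strain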
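Each compound was tested on mec2-1 yeast, a strain altered in DNA damage repair or cell cycle control. Growth inhibition is reported relative to vehicle.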
sgs1 mgt1 = NCI yeast anticancer drug screen, S. cerevisiae sgs1 mgt1 strain; growth inhibition, % at 50 µM; 78,000 tested, 10% active; AID 161;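 also: 0% = growth of vehicle-only cultures of the same strain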
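Inhibition of yeast growth, normalised to vehicle-treated controls, is reported for a strain bearing genetic alterations in DNA damage repair.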
yeast bub3 = NCI yeast anticancer drug screen, S. cerevisiae bub3 mutant strain; % growth inhibition at 50 µM; 78,000 tested, 9.9% active;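 also: 0% = growth of vehicle-only cultures of the same strain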
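Steps: expose the mutant yeast strain to compound; grow alongside vehicle-treated cultures; measure growth; express inhibition against the vehicle cultures.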
The depositor's hits bear a star; nt = not tested or not shown. Rule as the data show it: active = growth inhibition above about 70%; inactive = the rest.

Every second line gives: cln2 rad14 | rad50 | mlh1 rad18 | mec2-1 | sgs1 mgt1 | yeast bub3
1	Cc1ccc(S(=O)(=O)NCCSSCCNS(=O)(=O)c2ccc(C)cc2)cc1
→ 94* | 94* | 95* | 96* | 97* | 94*
2	COc1ccc2c(c1)CCC1=CC3(CCC12C)SCCS3 (centres undefined)
→ -17 | 7 | -4 | -4 | -2 | -6
3	CN(C)c1ncnc2c1ncn2C1OC(CO)C(O)C1O (centres undefined)
→ -34 | 14 | 24 | 20 | 4 | 18
4	O=C1CCCC(C(Sc2ccccc2)(Sc2ccccc2)Sc2ccccc2)C1 (centres undefined)
→ 38 | 62 | 81* | 5 | 65 | 22
5	NC(=O)c1ncn(CCN2CCN(C(=O)NCCCCCCNC(=O)N3CCN(CCn4cnc(C(N)=O)c4N)CC3)CC2)c1N
→ -22 | -6 | -23 | -7 | -6 | 1
6	O=C(Nc1nc(=S)[nH][nH]1)C(=O)C(C(=O)c1ccc2ccccc2c1)C1OC(=O)c2ccccc21 (centres undefined)
→ -14 | 29 | 29 | 23 | -6 | 4
7	c1csc(-c2cc(-c3cccs3)c(-c3cccs3)s2)c1
→ 3 | -24 | -34 | -58 | -23 | -18
8	COc1ccccc1/C=C/C(=O)c1ccccc(=O)c1O
→ -23 | -9 | -11 | -5 | -4 | -1
9	CCCCc1c2cnccc2c(CCCC)c2c1[nH]c1ccccc12
→ 82* | 89* | 88* | 90* | 92* | 89*
10	CN(CCO)c1nc(N)cc(=O)[nH]1
→ 4 | -18 | -8 | 12 | -11 | -11
11	COc1ccc(-c2c(C(=O)O)cc(O)c3c(OC)c(OC)c(OC)cc23)cc1OC
→ -9 | -3 | 32 | 4 | -18 | 3
12	[N-]=[N+]=NC1=C(c2ccccc2)C(=O)c2cccc3cccc1c23
→ 36 | 46 | 41 | 52 | 55 | 55
13	CN=C(N)N/N=C(\c1ccccc1)c1ccc(Br)cc1
→ 12 | 46 | -2 | 71* | 17 | 2
14	Cc1cccc(NC(=O)Oc2ccc(Nc3ccccc3)cc2)c1
→ 12 | 7 | 50 | 38 | 40 | 62
15	CCN(CC)CCNc1ccc(N)c2sc3ccccc3c(=O)c12
→ -8 | 8 | -29 | 4 | -19 | -38
16	C/C(=N/NC(N)=S)c1cn[nH]c1C
→ -55 | -64 | -2 | -20 | -16 | 4
17	COc1ccc2c(c1)CCc1c-2n[nH]c1-c1[nH]nc2c1CCc1cc(OC)ccc1-2
→ -6 | 0 | -5 | 0 | -11 | -16
18	O=C1C(=Cc2ccccc2[N+](=O)[O-])N=C(c2ccccc2)N1n1c(-c2ccccc2)nc2ccccc2c1=O
→ 36 | 37 | 51 | 24 | 40 | 34
19	COc1cc(C)c(CC(NC(=O)C2CCCCC2)C(=O)O)c(OC)c1 (centres undefined)
→ -89 | 2 | -15 | -11 | -6 | -2
20	COc1ccc(OC(=O)N2C/C(=C\c3ccccc3)C(=O)/C(=C/c3ccccc3)C2)cc1
→ -7 | -34 | -9 | 8 | -35 | -11
21	O=C1OC(c2ccccc2)=N/C1=C\c1ccc(Br)cc1
→ -39 | 16 | 5 | -15 | 5 | -12
22	COc1cccc(C[n+]2ccccc2C#N)c1OC
→ -27 | 8 | -1 | -4 | -4 | 3
23	CCOC(=O)c1ccnc2ccc3ccccc3c12
→ 6 | -14 | 11 | -5 | 1 | 58
24	O=C1NC(O)c2cccc(F)c2O1 (centres undefined)
→ 32 | 20 | 59 | 6 | 43 | 7
25	Cc1cc2[nH]c3c(C#N)c(O)c(C)c(=O)n3c2cc1C
→ 0 | 16 | 24 | 8 | 23 | 16
26	COc1cc(C(O)C(=O)c2cnc3cc([N+](=O)[O-])ccc3n2)ccc1O (centres undefined)
→ 2 | 25 | -2 | 11 | -11 | -19
27	CC(=O)C1C(=O)C(=O)N(c2ccccc2)C1=O (centres undefined)
→ 15 | -18 | -29 | -30 | -20 | -6
28	O=[N+]([O-])c1ccc(P(=O)(Nc2ccc3ccccc3c2)Nc2ccc3ccccc3c2)cc1
→ 0 | 34 | 46 | 15 | 16 | 13
29	C[Si](C)(C)CCCn1ccc(=O)[nH]c1=O
→ -8 | 46 | -26 | 7 | 28 | 29
30	O=C(CCSCCC(=O)NNc1ccccc1)NNc1ccccc1
→ 23 | 24 | 36 | 4 | 20 | -15

Reprinted from the part before: 3 entries, followed by the next part.
Every second line gives: cln2 rad14 | rad50 | mlh1 rad18 | mec2-1 | sgs1 mgt1 | yeast bub3
28	O=[N+]([O-])c1ccc(P(=O)(Nc2ccc3ccccc3c2)Nc2ccc3ccccc3c2)cc1
→ 0 | 34 | 46 | 15 | 16 | 13
29	C[Si](C)(C)CCCn1ccc(=O)[nH]c1=O
→ -8 | 46 | -26 | 7 | 28 | 29
30	O=C(CCSCCC(=O)NNc1ccccc1)NNc1ccccc1
→ 23 | 24 | 36 | 4 | 20 | -15
31	O=C(O)c1ccc2c(c1)S(=O)(=O)NC2=O
→ -26 | 1 | -8 | 10 | 13 | 12
32	C[C@]12C=CC(=O)C=C1[C@@H](F)C[C@H]1[C@@H]3CC[C@](O)(C(=O)CO)[C@@]3(C)C[C@H](O)[C@@]12F
→ 67 | -12 | -10 | -26 | 5 | 3
33	c1ccc2[nH]c(CN(CCN(Cc3nc4ccccc4[nH]3)Cc3nc4ccccc4[nH]3)Cc3nc4ccccc4[nH]3)nc2c1
→ 90* | 91* | 90* | 92* | 91* | 89*
34	CNC(=O)NC1CCc2ccccc21 (centres undefined)
→ -52 | 0 | 6 | 3 | -9 | 4
35	CC(=O)c1c(-c2ccc(Cl)cc2)c(C#N)c(=S)n(C2OC(CO)C(O)C(O)C2O)c1C (centres undefined)
→ 15 | -3 | 12 | -6 | 6 | -5
36	CN1CCCn2c(nc3ccccc3c2=O)C1
→ 14 | -1 | -4 | -5 | -6 | 0
37	O=C(CSCC(=O)c1ccc([N+](=O)[O-])cc1)c1ccc([N+](=O)[O-])cc1
→ -1 | -19 | -5 | -30 | 10 | -20
38	Cc1ccc(NC(=O)/C=C/C(=O)O)c(NC(=O)/C=C/C(=O)O)c1
→ nt | 5 | 29 | -1 | nt | nt
39	C=CC1(C)CCC2C(=CCC3C2(C)CC(O)C(O)C3(C)COC2OC(CO)C(O)C(O)C2O)C1 (centres undefined)
→ 91* | 93* | -41 | 94* | 94* | 94*
40	Clc1nssc1=Nc1nonc1-c1ccccc1
→ 49 | 89* | 92* | 91* | 80* | 80*
41	O=[N+]([O-])c1cccc2c1ccc1nonc12
→ -52 | 17 | 20 | -5 | 3 | -16
42	Cc1nc(N)sc1N=Nc1ccc(Br)cc1Br
→ 63 | 85* | 76* | 69 | 87* | 47
43	O=C(CO)c1ccc(-c2ccccc2)cc1
→ -13 | -8 | 16 | -12 | -19 | 5
44	C/C(N=NC(=S)N1CCC(C)CC1)=C1\C=CC=CN1O
→ 87* | 97* | 98* | 92* | 96* | 48
45	CC1=NN(C(=O)c2ccccc2O)C(=O)/C1=C/c1ccccc1O
→ -10 | -29 | -25 | -12 | -15 | -40
46	CC1(C)COC(CCl)OC1
→ -16 | 27 | 31 | 18 | 11 | 2
47	COC(=O)C(=O)C1CCc2c(ccc3c2CCCC3)C1 (centres undefined)
→ -9 | 1 | 10 | 17 | 23 | 8
48	CCN1c2ccccc2CC(CCN(C)Cc2ccccc2)(C(N)=O)c2ccccc21 (centres undefined)
→ 7 | 26 | -6 | -1 | -8 | 5
49	CN(C)Cc1c(-c2ccccc2)c(CN(C)C)n2ccccc12
→ 25 | 13 | 50 | -5 | -4 | 23
50	O=C1CC(=O)N(C2CCCCC2)C(=O)N1c1ccccc1S(=O)(=O)Oc1ccccc1
→ 68 | 39 | 41 | 41 | 54 | 58
51	Cc1cc(N=Nc2ccc(S(=O)(=O)O)c3ccccc23)ccc1O
→ -66 | -34 | -6 | 10 | -5 | 13
52	NC(=O)C(=CNC(N)=S)C(N)=O
→ -13 | -30 | -50 | -7 | -22 | -20
53	O=C(CN=C(CN(c1ccccc1)c1ccccc1)Oc1c(Cl)cc(Cl)cc1Cl)n1cnc2ccccc21
→ -63 | 1 | 10 | -9 | 35 | -46
54	O=C(OC1CCCC1)c1ccccc1
→ -29 | 5 | -2 | 10 | -26 | -10
55	CC(=O)Nc1c(F)c(F)c(F)c(F)c1F
→ -35 | 20 | -13 | 2 | -12 | 14
56	CCOC(=O)C1NC(=O)C(C)NC1=O (centres undefined)
→ -11 | -19 | 2 | -10 | -11 | -6
57	Cc1cccc(C(=O)OCc2ccccc2)c1
→ -45 | 12 | 8 | 4 | 3 | 9
58	Cc1ccc(SCC(O)=C2C(=O)CCCC2=O)cc1
→ 0 | -11 | -7 | -12 | 15 | -2
59	Clc1ccc(C2NN=C3c4ccccc4OCC32)cc1 (centres undefined)
→ 8 | -8 | 17 | -24 | -3 | 1
60	COc1ccc2oc(=O)c(CC=C(C)C)c(O)c2c1C
→ -11 | 24 | -51 | 14 | -2 | -25

Results in sequence from the entries so far:
cln2 rad14, nos. 46 to 54 → -16, -9, 7, 25, 68, -66, -13, -63, -29
yeast bub3, nos. 46 to 54 → 2, 8, 5, 23, 58, 13, -20, -46, -10
sgs1 mgt1, nos. 46 to 54 → 11, 23, -8, -4, 54, -5, -22, 35, -26

(continued)
Every second line gives: cln2 rad14 | rad50 | mlh1 rad18 | mec2-1 | sgs1 mgt1 | yeast bub3
61	CN(C)CCl
→ -4 | -1 | -13 | -28 | -12 | -16
62	O=C(O)c1ccc(S(=O)(=O)c2ccccc2)c([N+](=O)[O-])c1
→ -6 | -8 | -25 | -16 | -17 | -33
63	COc1cc(C2N(c3ccccc3)CCN2c2ccccc2)cc(OC)c1OC
→ nt | 59 | 43 | 63 | nt | nt
64	C/C(=N\NC(=S)N1CCC1)c1ccccn1
→ 87* | nt | nt | nt | 88* | 88*
65	COC1(c2ccccc2)N=C(c2ccc([N+](=O)[O-])cc2)OC1(C)C (centres undefined)
→ 38 | 4 | -5 | 2 | 6 | -5
66	C[C@]12CCC(=O)C(O)=C1CCC2=O
→ -15 | 3 | 4 | -7 | -5 | 4
67	O=S(=O)(Oc1ccccc1)c1cccc(S(=O)(=O)Oc2ccccc2)c1
→ -2 | 24 | 15 | 8 | 13 | 29
68	COC(=O)c1cc(/C=C2\Cc3cc4c(cc3C2=O)CCC4)cc2c1CCC2
→ 28 | -3 | 6 | -19 | 3 | 0
69	S=c1[nH]c2cccnc2[nH]1
→ -19 | -12 | 7 | -23 | -3 | -13
70	O=C(O)CCN1CCCS(=O)(=O)C1=O
→ 9 | 12 | -5 | 8 | 0 | -1
71	Cc1nc(C(N)=O)c(=O)[nH]c1C
→ -23 | 2 | 14 | 2 | 8 | 3
72	CCCCCCCCCCCCOc1ccccc1C=O
→ nt | 2 | -17 | -30 | nt | nt
73	O=c1oc2ccccc2c(O)c1/C=N/C(=S)Nc1ccccc1
→ 21 | 71* | 76* | 34 | 18 | 47
74	Cc1ccc(NC(=S)N(CCC#N)C2CCCCC2)cc1C
→ 0 | 22 | 15 | -8 | 10 | 2
75	O=C(CBr)OCCC1CCCCC1
→ -36 | 49 | 32 | 5 | 48 | 3
76	CCOc1cc2c(cc1C/C=C/c1ccc(OC)cc1)OCO2
→ -1 | 26 | 5 | 13 | 37 | 42
77	O=C(CC(=O)N1CCOCC1)N1CCOCC1
→ 8 | 4 | 7 | -15 | 27 | 19
78	CCCCCC[n+]1cccc(C#N)c1
→ 15 | 19 | -2 | 25 | 14 | 7
79	CC(=O)Nc1ccc(S(=O)(=O)N/N=C(/C)c2ccc(C)cc2)cc1
→ -23 | -15 | -10 | -24 | 3 | -35
80	CCCCCCCCN(CCCCCCCC)CC(O)c1cc(-c2ccc(OC)cc2)nc2cc(Cl)ccc12 (centres undefined)
→ 84* | 42 | 89* | 92* | 49 | 76*
81	CCOC(=O)C(Br)C(Br)c1cccc([N+](=O)[O-])c1 (centres undefined)
→ 98* | 100* | 100* | 100* | 100* | 99*
82	O=S(=O)(O)C(O)C(F)(F)C(F)(F)C(F)(F)F (centres undefined)
→ -38 | 16 | 20 | -2 | 23 | -31
83	CC1(C)CCC(=O)C=C1c1c[nH]c2ccccc12
→ -26 | -5 | 8 | 10 | -12 | -14
84	CN(C)c1ccccc1CN1CCCN(Cc2ccccc2N(C)C)C1c1ccncc1
→ 0 | -16 | -2 | -10 | -12 | -16
85	CCc1c(CC)c(CC)c(CC)c(CC)c1CC
→ -39 | -42 | -32 | -15 | -36 | 1
86	Oc1c(-c2ccccc2)nc2cnccn12
→ -15 | -14 | -34 | -15 | -22 | -10
87	O=C(CCc1nnc2s/c(=C\c3ccc(Cl)cc3Cl)c(=O)n12)Nc1cc(Cl)c(Cl)cc1Cl
→ 21 | -18 | 4 | 18 | -7 | 9
88	CC(=O)OCN(C)C=O
→ 14 | 26 | 20 | 11 | 19 | 11
89	O=C1CN(C2CCCCC2)CC(=O)N2C(c3ccccc3)CCCN12 (centres undefined)
→ 12 | 3 | -2 | -5 | 15 | 1
